PMI inhibition = human PMI inhibitors, high substrate, primary screen, biochemical, fluorescence intensity, high mannose 6-phosphate (AID 1220); recombinant PMI enzyme, coupled fluorescence intensity; higher % means a stronger effect; inhibition, % at 20 µM, or IC50 in µM where a hit was titrated; hit rate 0.66% among 190,000
Lipid droplet = hepatic lipid droplet formation modulation; inhibition, % at 6.5 µM; AML12 mouse hepatocytes, oleate lipid droplets, BODIPY imaging; hit rate 0.4% among 240,000; AID 1656;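 active means lipid droplet intensity inhibited by at least 50%, with more than 500 cells counted; inconclusive means wells with under 300 cells, treated as cytotoxic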
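Test system: AML12 hepatocytes (mouse); reagent: oleate loading, 100 µM; dosing: one dose, 6.5 µM compound; incubation: overnight exposure; signal: fluorescence imaging, 20x objective, two fields per well; read-out basis: % inhibition of corrected integrated BODIPY droplet signal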
PMI inhibitors = MPI enzyme activity inhibition – biochemical, fluorescence intensity, coupled assay, primary screen (AID 1209) | hit rate 0.42% among 190,000 | purified PMI enzyme, coupled fluorescence intensity; higher % means a stronger effect | one-dose inhibition, % at 20 µM; IC50 in µM for titrated hits;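 further: plate controls were DMSO vehicle for no effect and wells lacking substrate for full effect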
K1F lysis inhibition = inhibition of K1F phage lysis, E. coli UTI89, bacterial capsule biogenesis inhibitors, alamar blue (AID 488966); hit rate 0.02% among 340,000; inhibition, % at 100 µM; hits with a dose series show IC50 in µM; E. coli UTI89 K1F phage lysis, alamar blue, 2 h; higher % means a stronger effect;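 active means phage lysis inhibition, versus mean bacterial control, above a set limit; inconclusive means no clear call, values can overlap the other calls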;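 further: capsule biogenesis inhibitors block K1F phage lysis so surviving cells raise fluorescence; higher fluorescence means more inhibition of phage lysis; actives were called in the ten point dose series up to 300 µM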
CSM14.1 death rescue = rescue of cells from ER stress-induced death, primary screen, 384-well, CSM14.1, thapsigargin, ATP luminescence (AID 1222). CSM14.1 thapsigargin-induced death rescue, ATP luminescence; higher % means a stronger effect. cellular ATP content (survival), % at 20 µM; hits with a dose series show EC50 in µM. 190,000 tested, under 10 active;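 active means EC50 below 50 µM in the dose-response confirmation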;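 further: death triggered by thapsigargin at about 15 µM added after 2 h compound pretreatment; cell ATP read after overnight thapsigargin exposure of roughly 18 to 22 hours; normalized against plate controls of thapsigargin alone and 5% DMSO vehicle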
TNAP activators = human TNAP enzyme activators, primary screen, biochemical, luminescent, no phosphate acceptor, uHTS (AID 1001). purified TNAP, luminescent activation assay, no phosphate acceptor; higher activation fold means a stronger effect. activation fold at 20 µM, or EC50 in µM where a hit was titrated. hit rate 0.03% among 200,000; in the data active means activation fold from about 3, or a potency from the dose series; inactive means the rest, 99 in 100 with activation fold below about 1.6; further: many of its hits are not listed in these tables
WT yeast gro inh = growth inhibition of WT yeast, mitochondrial fusion screen; mitochondrial fusion phenotypic screen, WT strain; inhibition, % at 10 µM; AID 1362; hit rate 2.1% among 190,000; in the data active means inhibition above about 58%; tested in S. cerevisiae
Myeloid diff 2 = compounds promoting myeloid differentiation | ER-HoxA9 myeloid progenitors, lysozyme-GFP differentiation, flow cytometry | hit rate 1% among 360,000 | calls only at 10 µM;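 active means normalized GFP-positive differentiation at or above the plate's own cutoff, the solvent-only control mean plus 3 SD; inconclusive means no clear call, values can overlap the other calls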;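 further: cells exposed to compound for four days before flow analysis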
P. falciparum M1AAP = malaria alanyl aminopeptidase activity blockers – biochemical, fluorogenic H-Leu-NHMec substrate, 1536-well (AID 1445) | recombinant M1AAP, H-Leu-NHMec fluorogenic kinetic assay; higher % means a stronger effect | hit rate 0.42% among 220,000 | one-dose inhibition, % at 30 µM; IC50 in µM for titrated hits;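 active means primary inhibition above the hit cutoff, then over 50% inhibition at one or more dose response concentrations, cut at about 23% in these data, passing the limit was not always enough; inconclusive means conflicting primary data, or primary hits not chosen for dose response; inactive means low primary inhibition, or under 50% at every dose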;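 further: plate controls were DMSO full reaction for no effect and no enzyme background for full effect; strong numbers were not always called active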
WT yeast gro inh mutant strain = recorded beside WT yeast gro inh, whose call it bears; inhibition, %; mitochondrial fusion phenotypic screen, mutant strain inhibition
Lipid droplet cells 6.5 µM = second read-out of Lipid droplet, no call of its own (marks repeat the call); cell count; measured here: cell count, cytotoxicity flag;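 cells counted across two imaged fields per well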
Myeloid diff 2 GFP+ MAC1+ % = second read-out of Myeloid diff 2, no call of its own (marks repeat the call); GFP+ MAC1+ double positive, %; measured here: differentiation confirmed by MAC1 staining
The depositor's hits bear a star; i = inactive; ? = inconclusive; . = not tested or not shown; + = active, no number; [ ] = dose if it differs, or a comment. Unless noted, no stated cut-off is given here; in the data, active means inhibition above about 50%; inactive means the rest.

SMILES | PMI inhibition | Lipid droplet | Lipid droplet cells 6.5 µM | PMI inhibitors | K1F lysis inhibition | CSM14.1 death rescue | TNAP activators | WT yeast gro inh | WT yeast gro inh mutant strain | Myeloid diff 2 | Myeloid diff 2 GFP+ MAC1+ % | P. falciparum M1AAP
CCCCN(C)CCNC(=O)Cn1ncc2c(=O)oc3ccc(C)cc3c21 | 4% | . | . | 5% | 6.5% | -0.9% | 1.1 | 13 | 6 | i | 7.9 | 2%
COC(=O)c1cc2ccsc2n1CC(=O)Nc1cc(Cl)ccc1OC | 19% | -6 | 673 | 18% | 1.5% | . | 1 | 27 | 39 | ? | . | 5%
Clc1cccc(-c2nnc(-c3ccno3)o2)c1 | . | 0 | 643 | . | -0.9% | . | . | . | . | i | 0.7 | -1%
Cc1ccc2[nH]c(=O)c(CN(Cc3cccs3)S(=O)(=O)c3ccc4c(c3)OCCO4)cc2c1 | -2% | 0 | 540 | 18% | 1.9% | -0.7% | 0.9 | -3 | 1 | i | 0.7 | 3%
CCCCNC(=O)CNC(=O)c1cccs1 | -3% | . | . | 2% | 7.3% | -0.6% | 1.1 | -2 | -11 | i | 8.3 | -3%
Cc1ccc(NC(=S)N(CCCN2CCOCC2)Cc2ccco2)cc1Cl | 16% | 0 | 621 | 14% | 0.3% | -8.9% | 1.1 | 32 | 22 | i | 1.3 | 1%
Cc1ccc(C(=O)CSc2nc(-c3ccccc3)cc(=O)[nH]2)cc1 | 5% | -8 | 706 | 6% | 0.1% | -2.1% | 1.1 | -13 | -3 | i | 0.1 | -2%
Clc1ccc(Sc2cc(Cl)c(-c3ccccc3)nn2)cc1 | 4% | . | . | 8% | 0.7% | -2.5% | 1.1 | 25 | 60 | i | 0.3 | -3%
COc1ccc(CN(Cc2cccn2C)S(=O)(=O)c2ccc(F)cc2)cc1 | . | -29 | 549 | . | -0.2% | . | . | . | . | i | 0.2 | 14%
NC(=O)Nc1ccc(C(=O)OCC(=O)NC2CCCCC2)cc1 | -14% | -8 | 677 | -19% | 0.6% | -0.6% | 1.1 | 2 | 0 | i | 0.5 | 2%
CC(=O)C1=C(C)NC(=O)CC1c1ccccc1Cl (stereo unspecified) | -5% | 16 | 704 | -4% | -0.1% | . | 1 | 3 | 2 | i | 0.2 | 2%
O=C(c1ccccc1)N1CCCCC(S(=O)(=O)c2ccccc2)C1=O (stereo unspecified) | 4% | . | . | 4% | 0.1%[50 µM] | 2.2% | 1 | 2 | 0 | i | 8.1 | 4%
COC(=O)c1ccccc1NC(=O)NCC1CCCO1 (stereo unspecified) | 1% | 6 | 652 | 5% | 0.4% | . | 1.1 | -5 | 0 | i | 0.5 | -3%
COc1ccc(C(=O)N2CCC(O)(c3ccc(F)cc3)CC2)cc1OC | -1% | -3 | 754 | 1% | 3.8% | -2.0% | 1.1 | -5 | -16 | i | 0.0 | -2%
Cc1cc(NCCCN2CCOCC2)n2nc(C)c(-c3ccccc3)c2n1 | -1% | . | . | -2% | -0.2% | 1.1% | 1.1 | 8 | 25 | + | 0.4* | -3%
COc1cc(-n2ccnc2SC)c(Cl)cc1Cl | -10% | . | . | -4% | 4.5% | -1.7% | 1.1 | -12 | 41 | i | 0.5 | -1%
O=C(CCCCCn1c(=S)[nH]c2ccc(N3CCOCC3)cc2c1=O)NCCc1ccccc1 | -9% | -24 | 647 | -15% | 0.9%[50 µM] | 0.7% | 0.9 | 3 | 30 | i | 1.0 | 3%
Cc1ncc(CSc2nnnn2-c2ccccc2)c(N)n1 | 2% | -8 | 743 | 6% | 0.4% | -2.2% | 1.1 | -15 | 1 | i | 0.5 | 6%
COc1cccc(NC(=O)Nc2nnc(CC(=O)NCc3ccccc3)s2)c1 | . | 3 | 670 | . | 0.1% | . | . | . | . | i | 1.0 | 9%
CCOCCn1c(CN(Cc2ccccc2)Cc2ccccc2)nc2c1c(=O)[nH]c(=O)n2C | 12% | . | . | 16% | -3.7% | -1.1% | 1 | 9 | 0 | + | 19* | 0%

Shown in markdown: part of the list above
| molecule | PMI inhibition | Lipid droplet | Lipid droplet cells 6.5 µM | PMI inhibitors | K1F lysis inhibition | CSM14.1 death rescue | TNAP activators | WT yeast gro inh | WT yeast gro inh mutant strain | Myeloid diff 2 | Myeloid diff 2 GFP+ MAC1+ % | P. falciparum M1AAP |
| --- | --- | --- | --- | --- | --- | --- | --- | --- | --- | --- | --- | --- |
| CCCCN(C)CCNC(=O)Cn1ncc2c(=O)oc3ccc(C)cc3c21 | 4% | . | . | 5% | 6.5% | -0.9% | 1.1 | 13 | 6 | i | 7.9 | 2% |
| COC(=O)c1cc2ccsc2n1CC(=O)Nc1cc(Cl)ccc1OC | 19% | -6 | 673 | 18% | 1.5% | . | 1 | 27 | 39 | ? | . | 5% |

The listing continues.
SMILES | PMI inhibition | Lipid droplet | Lipid droplet cells 6.5 µM | PMI inhibitors | K1F lysis inhibition | CSM14.1 death rescue | TNAP activators | WT yeast gro inh | WT yeast gro inh mutant strain | Myeloid diff 2 | Myeloid diff 2 GFP+ MAC1+ % | P. falciparum M1AAP
O=C1C2C3C=CC(C3)C2C(=O)N1c1ccc2c(c1)OCO2 (stereo unspecified) | 5% | . | . | 4% | -0.2% | -1.5% | 1.1 | 5 | 6 | i | 1.4 | 4%
COc1ccccc1NC(=O)c1ccc(NC(=O)COC(=O)C2(C)CC2(Cl)Cl)cc1 (stereo unspecified) | 11% | -3 | 543 | 15% | 0.9% | -4.4% | 1.1 | 35 | 10 | i | 0.3 | 2%
O=C(/C=C/c1ccc2c(c1)OCO2)Nc1nc2ccccc2s1 | -12% | -12 | 599 | 0% | 4.5% | -4.2% | 1 | -5 | -4 | i | 0.7 | 9%
C/C(=N\NC(=O)C1(C)CC1(Br)Br)c1ccc(NC(=O)C2CCC2)cc1 (stereo unspecified) | -7% | -8 | 774 | -2% | 3.5% | -2.4% | 1.1 | 5 | -19 | i | 0.7 | 3%
CCNc1nc(NC(C)C)nc(Oc2ccc(/C=N/O)cc2)n1 | 5% | 13 | 802 | 0% | 4.7% | -2.5% | 1.2 | 13 | 17 | i | 1.6 | 6%
CCCC(CCC(=O)Nc1ccc(C(=O)OC)cc1)C(=O)O (stereo unspecified) | 1% | 20 | 736 | 2% | 0.2% | 0.1% | 1.1 | -5 | -5 | i | 1.4 | 3%
Cc1cccc(NC(=S)N(Cc2ccc(Br)cc2)Cc2ccc(C(=O)O)cc2)c1 | 11% | 5 | 691 | 6% | 0.1% | -2.5% | 1.1 | 0 | 23 | i | 0.8 | -2%
O=C(OCC(=O)N1CCOCC1)c1ccc(N2CCOCC2)c([N+](=O)[O-])c1 | 4% | 16 | 701 | 6% | 0.2% | -2.6% | 1 | -8 | -1 | i | 0.8 | -2%
Cc1nc2ccccc2n1CC(O)Cn1c(C(F)(F)F)nc2ccccc21 (stereo unspecified) | 0% | . | . | 1% | 0.3% | 0.2% | 1.1 | -43 | -31 | i | 1.9 | -2%
Clc1ccc(OCc2cn3ccccc3n2)c2ncccc12 | 46% | -58 | 663 | 15% | 0.0% | -1.0% | 1 | 4 | -6 | i | 0.3 | .
COC(=O)c1sc(C(F)(F)F)c(-c2ccccc2)c1S(=O)(=O)N(C)C | . | 4 | 728 | . | 0.6% | . | . | . | . | i | 0.4 | -1%
CS(=O)(=O)NCCCNc1c(Cl)cccc1[N+](=O)[O-] | -4% | 3 | 763 | 0% | 1.9% | 0.7% | 0.9 | -19 | 38 | i | 1.8 | -1%
Cc1cccc(C)c1NC(=O)CSc1nnnn1C | -4% | 2 | 797 | 1% | 0.5% | -3.2% | 1.1 | -5 | 2 | i | 4.7 | 4%
O=C(O)c1ccccc1S(=O)(=O)Cc1ccccc1 | 10% | -5 | 671 | 12% | 1.7%[50 µM] | -1.6% | 1.1 | -37 | -21 | i | 1.7 | 2%
O=c1cc(-c2ccccc2)c2c([nH]1)CCCC2 | -11% | 13 | 732 | -15% | -1.1% | 0.0% | 1.1 | -17 | -13 | i | 7.0 | 5%
CCOc1ccc(CN2CCN(Cc3nc(C(C)C)cs3)CC2CCO)cc1 (stereo unspecified) | -3% | 0 | 732 | -1% | . | 0.2% | 1.1 | -6 | -8 | . | . | -7%
O=C1CSC(c2ccncc2)N1Cc1ccco1 (stereo unspecified) | -8% | . | . | -11% | 0.6% | 1.6% | 1 | 7 | 8 | i | 1.1 | 5%
CCN(CCn1cccn1)C(=O)CC1C(=O)NCCN1Cc1cc(OC)cc(OC)c1 (stereo unspecified) | 16% | -1 | 712 | 4% | 0.3% | -1.2% | 1.1 | 3 | -5 | i | 0.1 | -1%
CCOc1[nH]n(-c2ccccc2)c(=O)c1C=Nc1ccc(F)cc1F | -23% | -16 | 689 | -36% | 0.1% | . | 1.2 | -2 | 2 | i | 0.2 | 2%
CC(C)(C)[C@@H]1C=C(C(=O)NCc2ccccc2)O[C@H](OCc2ccc(CO)cc2)C1 | 47% | -14 | 717 | 20% | 3.2% | 5.8% | 1.1 | -30 | -9 | i | 1.2 | 6%
Cc1ccc(C(=O)NCCc2nc3ccccc3[nH]2)cc1[N+](=O)[O-] | 2% | 82* | 598* | 2% | 3.0%[50 µM] | 4.4% | 1.3 | 3 | 12 | i | 0.6 | -3%
CN(c1cccc(Cl)c1)S(=O)(=O)c1cccc(C(=O)NC2=NCCS2)c1 | -6% | . | . | 5% | -0.7% | 1.1% | 0.9 | 11 | 3 | i | 1.0 | -2%
CC(=O)c1cc(-c2ccccc2)n(CCC(=O)NC2CCC(C)CC2)c1C (stereo unspecified) | 8% | -5 | 638 | 7% | 4.7% | 5.2% | 1.1 | 10 | -17 | i | 1.0 | 8%
COc1cccc(CN(CC(=O)NC2CCCC2)C(=O)CCC(=O)Nc2cc(C)on2)c1 | 10% | -14 | 781 | 10% | 1.4% | 7.6% | 1 | -3 | 8 | i | 1.5 | 3%
O=C(CC1Nc2ccccc2NC1=O)NCCc1ccccc1 (stereo unspecified) | -10% | 2 | 691 | -4% | 0.0% | 2.3% | 1.1 | 2 | 16 | i | 1.0 | 3%
Cc1cc(NC(=O)C(C)SCC(=O)O)no1 (stereo unspecified) | -10% | 3 | 714 | -12% | 5.8% | . | 1.1 | 13 | -9 | i | 0.9 | -2%
COc1ccc(CCNC(=O)CC2SC(=NCc3ccccc3)NC2=O)cc1 (stereo unspecified) | -6% | 13 | 735 | -4% | 0.0% | . | 1.1 | 0 | 0 | i | 0.2 | 1%
CCOc1ccc(Nc2cc(C)nc(N3CCOCC3)n2)cc1 | 19% | . | . | 14% | 0.0% | 0.4% | 1.2 | 0 | 3 | i | 0.8 | -10%
